# BAP1 block = inhibitors of human BAP1 deubiquitinase | Q92560 | recombinant BAP1, Ub-AMC hydrolysis fluorescence kinetic; active compounds read low | activity remaining (% of control), % at 20 µM | 0.48% of 72,000 active;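 active = activity remaining at or below 50% of control, provided the compound also passes the data quality filters; inactive = the rest, including low values that fail the filters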;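 also: 100% = DMSO wells rate and 0% = substrate alone blank rate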
# Target sequence (Q92560 whole entry, looked up): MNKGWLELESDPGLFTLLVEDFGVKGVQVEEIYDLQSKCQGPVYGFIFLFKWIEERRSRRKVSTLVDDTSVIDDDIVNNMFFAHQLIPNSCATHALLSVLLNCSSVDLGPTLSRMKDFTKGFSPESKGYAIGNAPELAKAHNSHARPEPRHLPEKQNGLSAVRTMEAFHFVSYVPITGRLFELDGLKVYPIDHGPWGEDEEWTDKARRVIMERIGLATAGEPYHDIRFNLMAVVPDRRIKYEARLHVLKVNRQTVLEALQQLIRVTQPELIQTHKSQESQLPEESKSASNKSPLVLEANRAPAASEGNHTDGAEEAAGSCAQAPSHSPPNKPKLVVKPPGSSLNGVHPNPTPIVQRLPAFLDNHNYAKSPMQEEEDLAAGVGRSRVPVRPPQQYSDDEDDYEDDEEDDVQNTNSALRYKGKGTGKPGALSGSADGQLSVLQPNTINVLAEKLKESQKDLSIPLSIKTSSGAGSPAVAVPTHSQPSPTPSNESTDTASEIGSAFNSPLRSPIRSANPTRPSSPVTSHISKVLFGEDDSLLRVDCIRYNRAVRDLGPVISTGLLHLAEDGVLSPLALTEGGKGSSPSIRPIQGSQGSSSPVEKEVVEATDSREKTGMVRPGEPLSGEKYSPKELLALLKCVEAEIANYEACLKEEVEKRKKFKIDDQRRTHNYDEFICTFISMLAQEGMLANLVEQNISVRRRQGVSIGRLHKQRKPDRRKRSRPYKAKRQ
# HePTP inh = inhibitors of human HePTP phosphatase. AID 521. recombinant HePTP phosphatase activity, OD absorbance. 0.64% of 110,000 active. P35236. inhibition, % at 20 µM; in the data active = inhibition above about 50%;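 also: plate controls were vehicle for no effect and reference inhibitor for full effect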
# Target sequence (P35236 whole entry, looked up): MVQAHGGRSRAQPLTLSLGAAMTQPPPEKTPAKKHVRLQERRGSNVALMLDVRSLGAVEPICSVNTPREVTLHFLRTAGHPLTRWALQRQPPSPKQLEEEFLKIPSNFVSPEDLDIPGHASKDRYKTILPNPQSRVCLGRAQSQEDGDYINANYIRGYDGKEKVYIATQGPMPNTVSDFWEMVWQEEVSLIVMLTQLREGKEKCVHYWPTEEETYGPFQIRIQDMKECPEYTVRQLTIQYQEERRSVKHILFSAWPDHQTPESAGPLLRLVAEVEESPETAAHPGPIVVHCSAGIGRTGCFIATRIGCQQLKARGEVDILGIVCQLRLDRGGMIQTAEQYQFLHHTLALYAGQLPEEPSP
# Numbers without * were called inactive; x = no result given; & = joins results of further samples.
BAP1 block	HePTP inh	SMILES
81	3	CCCCCCOc1cccc(N)c1
x	6	O=C(NNC(=O)c1cccc(Cl)c1)c1ccc(F)cc1
89	1	CCCN(CCC)c1ncnc2nc[nH]c12
96	10	CCOc1ccccc1N1CCN(Cc2cccc(OC)c2OC)CC1
x	0	Cc1ccc2oc(-c3cccc(NS(=O)(=O)c4ccccc4)c3C)nc2c1
107	4	c1ccc(-n2c(SCC3CCCCO3)nnc2-c2cccs2)cc1 (stereo not drawn)
x	-7	COc1ccc(OC)c(/C=N/NC(=O)c2cc[n+](Cc3ccccc3)cc2)c1
101	-1	COC(=O)c1sc(S(=O)(=O)N2CCCCC2)c(C(=O)OC)c1C
x	3	Cc1cc(-c2ccccc2)nn1-c1nc2c(c(=O)[nH]c(=O)n2C)n1C
x	0	CCOC(=O)/C(=C\Nc1ccc(F)c(F)c1)[N+](=O)[O-]
101	10	CCn1c(SCC(=O)Nc2nc3ccc(OC)cc3s2)nnc1-c1ccoc1C
95	3	O=C(NCCCN1CCOCC1)c1ccc(CS(=O)(=O)c2ccc(Br)cc2)o1
104	2	NC(=O)NCC12CC3CC(CC(C3)C1)C2
x	3	O=c1c(=Nc2nn[nH]n2)c(=O)c2ccccc12
86	0	Cc1ccc(NC2=NCC(=O)N2Cc2ccc3c(c2)OCO3)cc1
x	6	Oc1c(Cl)cc(Cl)cc1Sc1cc(Cl)cc(Cl)c1O
x	5	CC(=O)Nc1ccc(S(=O)(=O)N2CCN(c3nc(NC4CCCC4)c4ccccc4n3)CC2)cc1
x	-5	C#CCSc1nc2ccccc2c(=O)[nH]1
x	-7	CCOCCOC(=O)C1=C(C)NC2=C(C(=O)CCC2)C1c1coc2ccc(C)cc2c1=O (stereo not drawn)
x	-24	CCN(CC)S(=O)(=O)c1cc(C(=O)Nc2cccc(C(=O)O)c2)ccc1Cl
x	-12	Oc1ccc(/C=N/n2c(-c3ccccc3)n[nH]c2=S)cc1O
x	-10	C/C(=N\NC(=O)c1cc(C(C)(C)C)[nH]n1)c1ccc2ccccc2c1
x	4	N#Cc1ccc(-c2cc(C(=O)O)c3c(ccc4ccccc43)n2)cc1
104	7	CC1CN(CCC(=O)Nc2ccc3c(c2)OCO3)CC(C)O1 (stereo not drawn)
80	-5	Cc1ccc2c(Cl)cc(Cl)c(OCc3c(C)noc3C)c2n1
124	x	O=C(CCCn1c(=O)[nH]c2cc(Cl)ccc2c1=O)NCCN1CCN(c2ccccc2)CC1
93	-4	CC1=C(C(=O)N2CCc3ccccc32)C2(CCC(C)CC2)OC1=O (stereo not drawn)
x	2	COc1cc(NC(=O)c2ccccc2Br)ccc1NC(=O)c1ccco1
101	1	CCc1nnc(NC(=O)NCN2C(=O)C3C4C=CC(C4)C3C2=O)s1 (stereo not drawn)
77	10	CS(=O)(=O)N1CCN(C(=O)c2c(F)cccc2F)CC1
97	-10	Clc1ccc2nc(CSc3nnc(-c4c[nH]c5ccccc45)o3)cn2c1
74&84&91	10&4	CCN(CC)CC(=O)Nc1c(C)cccc1C
99	5	COc1ccc(C2NC(=O)NC(O)(C(F)(F)F)C2C(=O)c2ccc(F)cc2)cc1 (stereo not drawn)
99	3	CCCc1cc(C(=O)Nc2cccc(Cl)c2)no1
x	7	CCOc1ccc(C2N(Cc3ccccc3)CCN2Cc2ccccc2)cc1
x	8	CC(=C\c1ccccc1)/C=C1/SC(=S)N(c2cccc(Cl)c2)C1=O
101	6	COc1ccccc1-c1cc(C(=O)Nc2c(C)n(C)n(-c3ccccc3)c2=O)no1
88	4	COc1ccc(NC(=O)CSc2nnc(Cc3cccn3C)n2CCc2ccccc2)cc1OC
99	-2	COc1ccc(N(C)S(=O)(=O)c2ccc3c(c2)oc(=O)n3C)cc1
61	-8	CCOC(=O)C1CCN(C(c2cc3ccc(C)cc3[nH]c2=O)c2nnnn2C2CCCCC2)CC1 (stereo not drawn)
94	6	CCCC1=C(C(=O)OCC)C(c2ccccc2OCC)NC(=O)N1C (stereo not drawn)
113	3	O=C(Oc1ccccc1C(=O)Oc1ccccc1)c1ccco1
x	4	CC(C)CNC(=O)COc1ccc2c3c(c(=O)oc2c1)CCC3
88	4	O=C(COC(=O)Cn1cnc2ccccc21)NCCC1=CCCCC1
x	4	CCN1CCCC1CNc1ncnc2c1[nH]c1ccc(F)cc12 (stereo not drawn)
x	5	O=C(O)c1ccc(/C=N/N2CCN(Cc3cccc4ccccc34)CC2)cc1
x	1	O=[N+]([O-])c1ccc(N/C(=N/S(=O)(=O)c2ccccc2)c2ccccc2)cc1
89	8	Cc1ccc(N(CC(O)COCc2ccco2)S(=O)(=O)c2ccc(C)cc2)cc1 (stereo not drawn)
x	-8	O=C(c1ccccc1I)N1CCN(c2ccc(F)cc2)CC1
83	7	CC(=O)c1c(C)n([O-])c2ccccc2[n+]1=O
x	-13	CC(C)CC(=O)N1CCN(Cc2ccccn2)CC1
85	10	COC(=O)C1(C)Nc2ccccc2C(=O)N1c1ccccc1C (stereo not drawn)
110	-2	CCSCc1nnc(SCC(=O)Nc2nc3ccccc3s2)n1C
86	-3	CCOC(=O)N1CCN(C(=O)c2ccccc2N(C)S(C)(=O)=O)CC1
66	4	CCN(CC)CCCN1C(=O)C(O)=C(C(=O)c2sc(C)nc2C)C1c1ccco1 (stereo not drawn)
98	-4	c1ccc2[nH]c(NC3=NCCC3)nc2c1

# Next entries follow.
BAP1 block	HePTP inh	SMILES
x	-2	Cc1cc(Nc2cccc(O)c2)n2ncnc2n1
x	6	CC(=O)c1c(-c2ccccc2)[nH]n(-c2nc3ccccc3s2)c1=O
x	1	CCOC(=O)/C(=C(/C)NCc1ccccc1)c1c(O)cc(Br)c(O)c1Br
x	-19	COc1ccc([N+](=O)[O-])cc1NC(=O)c1ccc(N(C)C)cc1
x	6	COc1ccc(NC(=O)c2cnn3c2NC(c2cccs2)CC3C(F)(F)F)cc1OC (stereo not drawn)
94	3	COCCCNC(=O)CSC1=Nc2ccccc2C2=NC(Cc3c[nH]c4ccccc34)C(=O)N12 (stereo not drawn)
83	9	Cc1ccc(N=Cc2ccc(O)cc2O)cc1F
x	8	CC(=O)NC(NC(=S)N1CCCCCC1)C(Cl)(Cl)Cl (stereo not drawn)
111	9	CCOc1ccccc1NC(=O)NC1CCN(CC(=O)Nc2ccc3c(c2)OCCO3)CC1
x	6	C#CCSc1nc2sc(C)c(C)c2c(=O)n1CC=C
x	-9	CCCCCCOc1ccc(N2C(=O)CC(N3CCN(Cc4ccccc4)CC3)C2=O)cc1 (stereo not drawn)
97	4	CN(CCC(=O)Nc1ccc2c(c1)OCO2)Cc1ccccc1
x	3	CC1(C)CC(=O)C=C(Nc2ccc(C(=O)O)cc2)C1
x	8	Nc1ncnc(Nc2ccc3ccccc3c2)c1[N+](=O)[O-]
73	5	CSc1nnc2c(n1)OC(C)N(C(=O)c1ccccc1)c1ccccc1-2 (stereo not drawn)
80	x	COC(=O)C1=C(C(=O)OC)SC(=C2C(=S)C(C)(C)N(C(=O)C(C)C)c3cc(C)c(C)cc32)S1
x	2	COC(=O)c1ccc(NC(=O)c2cccc([N+](=O)[O-])c2C)cc1
x	-18	COc1ccc(C(=O)Oc2ccc(/C=c3/sc4nc5ccccc5n4c3=O)cc2)cc1
99	-9	CN1CCN(CCc2nc3cc(NC(=O)COc4ccccc4)ccc3n2C)CC1
96	5	Cc1nonc1NC(=O)CSc1nc(C2CCCCC2)nc2ccccc12
91	3	COc1ccc(-c2nnc(SCC(=O)Nc3ccc(C)cc3)n2C)cc1
94	3	CC(=O)N1CCN2C(=O)C1CCCC(=O)c1cc(C3CCCCC3)ccc12 (stereo not drawn)
x	22	CC(=O)Nc1ccc(-c2nc3ccc(-c4ccc5nc(-c6ccc(NC(C)=O)cc6)oc(=O)c5c4)cc3c(=O)o2)cc1
97	2	Cc1cc2c(N3CCCCC3C)ncnc2s1 (stereo not drawn)
x	-4	CCOc1ccccc1NC(=O)c1cc(C(=O)OC)cc([N+](=O)[O-])c1
x	1	CCC1CCc2c(sc(NC(=O)c3cccnc3)c2C(N)=O)C1 (stereo not drawn)
x	5	O=C(NCCNC(=O)c1cccs1)c1cccs1
x	6	CC(C)=CCC/C(C)=C/CC(C)(C)C1OCCO1
94	1	CC1CCCCN1S(=O)(=O)c1ccc(NC(=O)c2cccc(-n3cnnn3)c2)cc1 (stereo not drawn)
x	4	CN(C)c1ccc(/C=N/N2C(=O)c3cccc4cccc(c34)C2=O)cc1
103	-25	COc1ccc(NC(=O)C2CCCN(c3c4c(nc5ncnn35)CCC4)C2)cc1 (stereo not drawn)
x	0	CCOC(=O)C(=CNc1ccccc1OCC)C(=O)OCC
x	-9	Cc1cccc(NC(=O)C2CN(S(=O)(=O)c3ccccc3)CCN2S(=O)(=O)c2ccccc2)c1 (stereo not drawn)
106	4	COc1cccc(-c2nn(-c3ccccc3)cc2CO)c1
74	9	CCNC(=O)c1cc2c(=O)n3cccc(C)c3nc2n(Cc2ccc(C)cc2)c1=N
77	10	COc1ccccc1-c1nnc(SCC(=O)Nc2c(Cl)cccc2Cl)o1
93	1	COc1cccc(C(c2nnnn2CCc2ccccc2)N2CCN(c3ccccc3)CC2)c1OC (stereo not drawn)
87	5&9	Cc1cccc(OCC(=O)Nc2ccc3c(c2)OCO3)c1C
94	6	COc1ccc2cc3cc(C(=O)Nc4ccccc4N4CCN(C)CC4)oc3nc2c1
78	-6	CCN(CC)CCNC(=O)C1c2cc(OC)c(OC)cc2C(=O)N2CCc3ccccc3C12 (stereo not drawn)
97	-1	O=C(NC1CC2CCC1C2)c1ccc(CN2CCOCC2)cc1 (stereo not drawn)
x	0	CCOC(=O)c1cc(NC(=O)NCc2ccco2)c(C)nc1C
104	-4	COc1cc(C(C#N)N2CCOCC2)ccc1O (stereo not drawn)
x	6	COc1cccc(C=C2C(=O)NC(=S)NC2=O)c1OC
x	-1	CC(=O)N1C(=O)NC2CC1NC(=O)N2C(C)=O
x	-2	Cc1ccc(-c2ccc(OCC(=O)Nc3ccc4c(c3)OCCO4)cc2)cc1
x	11	COc1ccc(NC(=O)/C(=C\c2ccccc2OC)NC(=O)c2ccccc2OC)cc1
x	-10	CCOC(=O)C1=C(CC)NC2=C(C(=O)CCC2)C1c1ccc(Cl)c(Cl)c1 (stereo not drawn)
x	11	CC(=O)C1=C(O)C(=O)N(CCN(C)C)C1c1ccccc1[N+](=O)[O-] (stereo not drawn)
x	-11	O=C(Nc1ccccc1-c1ccccc1)c1ccc([N+](=O)[O-])cc1
152	6	Cc1ccc(S(=O)(=O)N2Cc3ccccc3CC2C(=O)Nn2cnnc2)cc1 (stereo not drawn)
x	2	COc1ccc(OC)c(NC(=O)c2ccccc2CCc2ccccc2)c1
98	-2	Cc1cnc(NC(=O)CSc2nnc(-c3ccccc3)o2)s1
100	3	COC(=O)c1oc2ccccc2c1NC(=O)CN1CCCC1
94	-8	COc1ccc(Nc2cc(C(=O)NCCCN3CCN(C)CC3)c3ccccc3n2)cc1
104	7	c1ccc(COn2nnc3ccccc32)c(COn2nnc3ccccc32)c1

# Continued.
BAP1 block	HePTP inh	SMILES
100	5	Cc1cccc(Nc2nc(N)nc(CN3CCC(C(N)=O)CC3)n2)c1C
100	10	COc1ccccc1NC(=O)CS(=O)(=O)c1cccc2nsnc12
x	-3	CC1=C(C(=O)Nc2ccc(Br)cc2)C(c2ccc([N+](=O)[O-])cc2)NC(=S)N1 (stereo not drawn)
x	3	COc1ccc(OC)c(/C=C2\SC(=S)N(c3ccccc3C)C2=O)c1
x	5	O=C(O)c1ccccc1-c1ccccc1C(=O)N(Cc1ccccc1)c1ccccc1
x	8	O=S(=O)([O-])CCC[n+]1cnc2ncc3c(n21)/C(=C/c1ccccc1)CCC3

# Compounds listed so far with a halogen (22):
BAP1 block	HePTP inh	SMILES
x	6	O=C(NNC(=O)c1cccc(Cl)c1)c1ccc(F)cc1
x	0	CCOC(=O)/C(=C\Nc1ccc(F)c(F)c1)[N+](=O)[O-]
95	3	O=C(NCCCN1CCOCC1)c1ccc(CS(=O)(=O)c2ccc(Br)cc2)o1
x	6	Oc1c(Cl)cc(Cl)cc1Sc1cc(Cl)cc(Cl)c1O
x	-24	CCN(CC)S(=O)(=O)c1cc(C(=O)Nc2cccc(C(=O)O)c2)ccc1Cl
80	-5	Cc1ccc2c(Cl)cc(Cl)c(OCc3c(C)noc3C)c2n1
124	x	O=C(CCCn1c(=O)[nH]c2cc(Cl)ccc2c1=O)NCCN1CCN(c2ccccc2)CC1
x	2	COc1cc(NC(=O)c2ccccc2Br)ccc1NC(=O)c1ccco1
77	10	CS(=O)(=O)N1CCN(C(=O)c2c(F)cccc2F)CC1
97	-10	Clc1ccc2nc(CSc3nnc(-c4c[nH]c5ccccc45)o3)cn2c1
99	5	COc1ccc(C2NC(=O)NC(O)(C(F)(F)F)C2C(=O)c2ccc(F)cc2)cc1 (stereo not drawn)
99	3	CCCc1cc(C(=O)Nc2cccc(Cl)c2)no1
x	8	CC(=C\c1ccccc1)/C=C1/SC(=S)N(c2cccc(Cl)c2)C1=O
x	4	CCN1CCCC1CNc1ncnc2c1[nH]c1ccc(F)cc12 (stereo not drawn)
x	-8	O=C(c1ccccc1I)N1CCN(c2ccc(F)cc2)CC1
x	1	CCOC(=O)/C(=C(/C)NCc1ccccc1)c1c(O)cc(Br)c(O)c1Br
x	6	COc1ccc(NC(=O)c2cnn3c2NC(c2cccs2)CC3C(F)(F)F)cc1OC (stereo not drawn)
83	9	Cc1ccc(N=Cc2ccc(O)cc2O)cc1F
x	8	CC(=O)NC(NC(=S)N1CCCCCC1)C(Cl)(Cl)Cl (stereo not drawn)
77	10	COc1ccccc1-c1nnc(SCC(=O)Nc2c(Cl)cccc2Cl)o1
x	-10	CCOC(=O)C1=C(CC)NC2=C(C(=O)CCC2)C1c1ccc(Cl)c(Cl)c1 (stereo not drawn)
x	-3	CC1=C(C(=O)Nc2ccc(Br)cc2)C(c2ccc([N+](=O)[O-])cc2)NC(=S)N1 (stereo not drawn)

# Source: PubChem
